Assay outcomes deposited in PubChem by National Center for Advancing Translational Sciences (NCATS).
LMNA splice mod – modulators of lamin A splicing; HeLa LMNA splicing GFP/RFP minigene ratio, 48 h; Potency, µM (highest dose often 46.1 µM), for inactives: top-dose ratio change, negative = inhibition, most hits filed as inhibitors; 0.01% of 200,000 active; active = well fitted inhibition curve with a large enough effect in the signal ratio, with a control signal flat, not every such curve was filed as active; inconclusive = small, poorly fitted or top-dose-only effect, or effect the other way, or a change in a side signal; the % refers to the signal ratio; also: % is scaled to controls: 0 for no effect and ±100 for the full control effect
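S3 HeLa cells stably expressing lamin A-EGFP splicing minigene plus DsRed2, 600 cells/well, 48 h compound exposure at 37C. Laser-scanning cytometry; analysed as GFP (500-530 nm)/RFP (575-640 nm) total intensity ratio; 0.5% DMSO vehicle.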
GoLoco inh red – inhibitors of human Gai1-RGS12 GoLoco interaction (red fluorophore); AID 880; 0.44% of 230,000 active; Gai1:RGS12 GoLoco peptide FP, rhodamine, 10 min; Potency, µM (top dose mostly 61.6 µM), for inactives: at the top dose activity, negative = inhibition, actives largely listed as inhibitors; P63096; active = well fitted inhibition curve with a large enough effect, not every such curve was filed as active; inactive = no such curve, though single readings can be large or run the other way; also: % is scaled to controls: 0 for no effect and ±100 for the full control effect; nearly all actives have a fitted effect of over 30% in size; many of its hits are not listed in these tables
Target sequence (P63096 whole entry, looked up): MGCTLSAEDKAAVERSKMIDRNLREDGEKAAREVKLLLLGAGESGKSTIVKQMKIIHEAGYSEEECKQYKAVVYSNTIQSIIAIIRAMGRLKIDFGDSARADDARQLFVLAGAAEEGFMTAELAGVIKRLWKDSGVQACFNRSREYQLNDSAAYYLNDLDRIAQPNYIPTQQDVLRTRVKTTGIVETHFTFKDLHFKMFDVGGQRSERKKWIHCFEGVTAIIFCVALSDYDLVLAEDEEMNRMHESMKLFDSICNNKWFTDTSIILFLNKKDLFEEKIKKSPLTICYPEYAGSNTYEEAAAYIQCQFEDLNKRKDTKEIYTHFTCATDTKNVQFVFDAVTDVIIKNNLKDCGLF
TRb SRC2 PPI – disrupts binding of human TR beta to SRC2; TRbeta-SRC2 peptide binding, fluorescence polarization; receptor liganded with 1 µM T3; 0.065% of 280,000 active; Potency, µM (titrated, usually from 106 µM), for the others: top-dose activity change, negative = inhibition, most hits filed as inhibitors;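 also: plate controls were bound peptide for no effect and peptide without receptor for full effect; nearly all actives have a fitted effect of over 50% in size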
Target sequence (P10828 whole entry, looked up): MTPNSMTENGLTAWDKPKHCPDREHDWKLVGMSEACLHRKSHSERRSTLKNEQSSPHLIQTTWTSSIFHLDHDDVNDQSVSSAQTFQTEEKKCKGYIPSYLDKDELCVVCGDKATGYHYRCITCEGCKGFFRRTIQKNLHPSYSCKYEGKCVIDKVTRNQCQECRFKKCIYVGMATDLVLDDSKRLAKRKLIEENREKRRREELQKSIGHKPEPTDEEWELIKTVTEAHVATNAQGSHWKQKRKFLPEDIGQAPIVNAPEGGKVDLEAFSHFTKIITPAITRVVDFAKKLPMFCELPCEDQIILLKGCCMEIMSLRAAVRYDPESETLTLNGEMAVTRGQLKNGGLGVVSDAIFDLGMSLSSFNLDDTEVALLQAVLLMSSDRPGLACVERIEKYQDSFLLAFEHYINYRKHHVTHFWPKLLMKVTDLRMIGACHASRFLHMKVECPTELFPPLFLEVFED
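TRb LBD 0.6 uM + Texas Red SRC2 peptide 20 nM, 1 uM T3, Tris buffer w/ 5% DMSO; compound pinned, 5 h RT; FP read ex 555/em 632; normalized to unbound and bound controls.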
SMN2 splice enh – SMN2 splice variant enhancement; HEK293 SMN2-luciferase splicing reporter, luminescence, 30-36 h; Potency, µM (top dose mostly 46.1 µM), inactives show top-dose activity change, positive = activation, actives largely listed as activators; 2.8% of 210,000 active; AID 1458; also: % of control where 0% means no effect; nearly all actives have a fitted effect of over 55% in size
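HEK293 cells carry an SMN2 minigene-luciferase reporter in which exon 7 inclusion puts luciferase in frame. Cells were seeded at 2000 cells/well, attached for 10-12 hours, then exposed to compounds for 30-36 hours at 37C before ONE-Glo luminescence.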
ALDH1A1 inh – inhibitors of human aldehyde dehydrogenase 1A1; Purified ALDH1A1, NADH fluorescence, propionaldehyde substrate; Potency, µM (top dose mostly 75.3 µM), for inactives: at the highest dose activity, negative = inhibition, actives largely listed as inhibitors; 7.3% of 220,000 active; P00352; active = well fitted inhibition curve with a large enough effect, not every such curve was filed as active; inconclusive = small, poorly fitted or top-dose-only effect, or another doubt; inactive = no such curve, though single readings can be large or run the other way;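 also: plate controls were no enzyme wells and a reference inhibitor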
TR SRC2 fluor cs – alters Texas Red total fluorescence, flagging assay interference. 0.29% of 280,000 active. Potency, µM (series often up to 106 µM), inactives show top-dose fluorescence change, negative = quenching. TRb/SRC2 Texas Red total fluorescence interference; active = well fitted curve in either direction with a large enough effect; inconclusive = small, poorly fitted or top-dose-only effect; also: % is scaled to controls: 0 for no effect and ±100 for the full control effect
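Human TRb ligand-binding domain at 0.6 uM with 20 nM Texas Red SRC2 peptide in Tris buffer containing 1 uM T3 and 5% DMSO, incubated with compound 5 h at ambient temperature. Total fluorescence (555/632 nm) calculated as parallel + 2 × perpendicular.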
RECQ1 helicase – blocks DNA unwinding by human RECQ1; P46063; RECQ1 DNA unwinding, red fluorescence kinetic read; Potency, µM (top dose mostly 57.3 µM), for inactives: at the top dose activity, negative = inhibition, usual class: inhibitors; 0.54% of 240,000 active;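 also: plate controls were vehicle for no effect and no enzyme for full effect; nearly all actives have a fitted effect of over 30% in size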
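RECQ1T1 50 nM; forked duplex (20 bp + 30-nt ss tails) 200 nM, ATP 2 mM final; pH 8.0, 2 mM MgCl2, 2.5 ug/ml poly(dI-dC); 15 min compound preincubation; discontinuous kinetic read over 2 h at RT.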
KDM4E inh – blocks human JMJD2E demethylase activity; B2RXH2; JMJD2E catalytic domain, FDH-coupled NADH fluorescence (FDH is formaldehyde dehydrogenase); Potency, µM (titrated, usually from 57.1 µM), inactives show top-dose activity change, negative = inhibition, actives largely listed as inhibitors; 1.6% of 230,000 active; AID 2147; active = well fitted inhibition curve with a large enough effect, not every such curve was filed as active; inconclusive = small, poorly fitted or top-dose-only effect, or another doubt; inactive = no such curve, though single readings can be large or run the other way;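 also: 0% = wells with enzyme and -100% = buffer wells without enzyme; nearly all actives have a fitted effect of over 50% in size; many of its hits are not listed in these tables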
* = called active by the depositor; i = inactive; u = inconclusive; x = no result given; & = joins results of further samples; [ ] = remark or other dose. Unless noted, calls follow the shape of the dose curve; as a rule, active = well fitted curve in the direction sought with a large enough effect; inconclusive = small, poorly fitted or top-dose-only effect, or another doubt; inactive = no such curve, though single readings can be large; an effect the other way counts as inactive or inconclusive. Potency is read from the fitted curve at half-maximal effect. Some of the compounds tested; rates above refer to the full screens.

SMILES | LMNA splice mod | GoLoco inh red | TRb SRC2 PPI | SMN2 splice enh | ALDH1A1 inh | TR SRC2 fluor cs | RECQ1 helicase | KDM4E inh
CCOC(=O)C(C)Sc1nc(-c2ccc(OC)cc2)nc2c1c(=O)n(C)c(=O)n2C (stereo not drawn) | -4% | -4% | -8% | 8% | 4% | -7% | -14% | -13%
CC(C)(C)c1ccc(OCC(=O)N/N=C/c2cc(Br)ccc2OC(=O)c2ccco2)cc1 | -4% | -2% | -1% | -41%[inhibitor] | 1% | -2% | 9% | -16%
CCOC(=O)Cc1ncccc1C(=O)Nc1ccc(Oc2ccccc2)cc1 | 4%[46 µM] | 9% | 1% | -8% | 8% | 1% | -5% | -1%
CO[C@H]1COC(=O)C/C=C\[C@H](C)[C@H](OC)COC(=O)[C@@H](C)COC(=O)C/C=C\[C@@H]1C | x | x | 4%&3%[11.2 µM] | x | 4%&-10%[13.5 µM] | -22%&0%[11.2 µM] | -4%[11.5 µM] | x
O=C(CCCSc1nnc(Nc2ccccc2F)s1)N1CCOCC1 | 9%[46 µM] | 6% | -2% | -16% | u | -2% | 7% | -8%
CC(C)NC(=O)NC(=O)CSc1nncn1C | -2% | 9% | -13% | 5% | 9% | 3% | 17% | -2%
O=C(COC(=O)/C=C/c1ccc(S(=O)(=O)N2CCOCC2)cc1)NCc1ccccc1 | x | 0% | 2% | 4% | 7% | -1% | i | 12%
CCOc1cc(/C=N/NC(=O)C(C)Sc2ccccn2)ccc1O (stereo not drawn) | -7% | 5% | -4% | 3% | -3% | 4% | -15% | -9%
CC(C)[C@H]1COC(c2cc(Cl)cc(Cl)c2)=N1 | x | -4%[88.7 µM] | 6%[201 µM] | x | -7%[120 µM] | -1%[201 µM] | 0%[126 µM] | x
N#CC1=C(N)Nc2nc3ccccc3n2C1c1ccc(F)cc1 (stereo not drawn) | -19% | 4% | -2% | 8% | -2% | -2% | -4% | u
O=C(O)CNC(=O)c1ccc(Sc2ccccc2)c([N+](=O)[O-])c1 | -3%[46 µM] | 4% | 2% | 11% | -2% | 1% | i | -2%
COC(=O)Nc1ccc(S(=O)(=O)N2CCC(C(=O)N(C)C3CCCCC3)CC2)cc1 | u | 2% | -3% | -3% | -6% | 0% | i | 9%
COc1ccc(/C(C)=N/Nc2ccc(F)cc2F)c(O)c1 | -5%[46 µM] | -7% | -7% | u | u | -3% | -2% | u
CCN(CC)S(=O)(=O)c1cc(NC(=O)NCCCl)ccc1C | x | 11% | -3% | x | x | -2% | 1% | 3%
COc1ccc(C(=O)CSc2nnc(COc3ccccc3)n2Cc2ccco2)cc1 | u | 60%[activator] | 9% | -25% | 8.9µM* | 3% | -20% | -1%
CC1CCCC(NC(=O)c2ccc3c(SCC(=O)O)c4c(nc3c2)CCC4)C1C (stereo not drawn) | x | 5% | -8% | x | x | -1% | -1% | -3%
CC(Sc1ccccc1)C(=O)N/N=C/c1cccnc1 (stereo not drawn) | x | -24% | -10% | x | -4% | -3% | -6% | 6%
CC(C)Cn1c(-c2csc3ccccc23)n[nH]c1=S | u | 8% | -6% | -7% | u | -1% | 6% | -10%
O=C(c1ccc(Cl)cc1[N+](=O)[O-])N(Cc1ccccc1)Cc1ccccc1 | -8% | 8% | 2% | -29% | -6% | 5% | -25% | -2%
O=C1OCCN1C(=O)[C@H]1[C@H](c2ccc(F)cc2)C(c2ccc(F)cc2)=NN1c1ccc(Br)cc1 | u | 4%&-2% | 7%&4% | -38%[inhibitor] | 10% | -1%&-1% | -2% | -7%
Nc1nnc(SCC(=O)OCC(=O)Nc2ccc(Br)cc2F)s1 | x | 1% | -3% | 9% | -2% | -4% | i | 5%
CCN1C(=O)CC(C(=O)Nc2ccc(F)cc2)SC1=Nc1ccc2c(c1)OCO2 (stereo not drawn) | -12% | 5% | -8% | -18% | u | 1% | -4% | 1%
CCOC(=O)C(C(=O)OCC)C(C)C#CCN1CCCCC1 (stereo not drawn) | 12% | 6% | -4% | -4% | -1% | 2% | -12% | 4%
Cc1nc(NCc2ccccc2)c2nc(-c3ccccc3)n(CC(C)(C)CN(C)C)c2n1 | x | -7% | 5% | -8% | u | -4% | -9% | u
CN(C)/C=C1/C=C(c2ccccc2)OC1=O | 8% | 12% | -2% | -14% | u | -6% | -9% | u
CCOC(=O)/C(=C\C=C1/Sc2cc(OCC)c(OCC)cc2N1CC)C(C)=O | u | 175%[activator] | 0% | -47%[inhibitor] | 3% | 8% | -15% | -5%
Cc1ccc(Nc2nnc(SCc3cc(=O)n4ccsc4n3)s2)c(C)c1 | 3% | 4% | 2% | -8% | u | 1% | -14% | -20%
COc1ccc(/C(N)=N/OC(=O)c2ccc3c(c2)OCO3)cc1OC | 23% | -3% | -5% | u | 0% | -3% | -8% | 3%
Cc1ccc(-c2noc(CCCc3ccccc3)n2)cc1 | -2% | -38% | -20% | 5% | -3% | 0% | -7% | 8%
Cc1cc(NC(=O)c2ccc(Br)c([N+](=O)[O-])c2)no1 | 12%[9.22 µM] | 5% | 1% | 6% | 8% | -4% | -14% | -4%
Cc1ccc(-n2c(Cc3noc4ccccc34)n[nH]c2=S)cc1 | x | -10% | -14% | x | 14µM* | -7% | i | -26%
Cc1cccc(N2CCN(C(=O)CN(C)S(=O)(=O)c3ccc4c(c3)CCC(=O)N4)CC2)c1C | u | 8% | -2% | -52%[inhibitor] | u | -3% | -12% | 7%
O=[N+]([O-])c1nn(-c2ccc3c(c2)OCCO3)n(O)c1=NCc1ccc(F)cc1 | -9% | -8% | 3% | 4µM* | -1% | 0% | -6% | -5%
Brc1ccccc1-c1nnc2sc(-c3ccc4c(c3)OCCO4)nn12 | u | 2% | 0% | -46%[inhibitor] | u | -4% | 1% | u
CCCCC(=O)Nc1ccc(NC(=S)NC(=O)CC(C)C)cc1OC | u | -36% | 5% | u | -7% | 1% | 5% | 0%
CNC(=O)/C(=C\c1cccc(Oc2ccccc2)c1)NC(=O)c1ccccc1 | -15% | 5% | 3% | -16% | -7% | 7% | -7% | -6%
CN(C)S(=O)(=O)c1cccc(NC(=O)COC(=O)c2cccn2C)c1 | -1%[46 µM] | 1% | 5% | -42% | -77% | 5% | -9% | 6%
Cc1ccc(Sc2sc(=O)n(C)c2S(=O)(=O)c2ccc(C)cc2)cc1 | u | 2% | 9% | -59%[inhibitor] | 2% | -1% | i | -5%
COc1ccc(NC(=O)N2CCCCC2c2cccnc2)cc1 (stereo not drawn) | u | 10% | 2% | 10% | -5% | 0% | -15% | -18%
Cc1ccc(N=C(N(C)C)P(=O)(N(C)C)N(C)C)c(C)c1 | -1%[46 µM] | 4% | -6% | 8% | -1% | -2% | -25% | -3%
Cc1nn(-c2ccc(Cl)cc2)c(=O)c2c(C)noc12 | x | -11% | -2% | x | x | -2% | -4% | -3%
CCC1(C)Cc2c(sc3c2c(=O)n(C)c2nnc(SCc4ccccc4)n32)CO1 (stereo not drawn) | -1% | 9% | -9% | u | u | -1% | -3% | 3%
Cn1cnnc1SC(C(=O)Nc1ccc(F)cc1)c1ccccc1 (stereo not drawn) | 2% | 3% | -5% | 8% | 18% | 0% | -6% | 10%
COc1cc(C(=O)OCCNC(=O)c2ccncc2)cc(OC)c1OC | -11% | -14% | 0% | 8% | 7% | -2% | -10% | -6%
CN1C(=S)SC(N(O)C(=O)Nc2cccc3ccccc23)C1(C)C (stereo not drawn) | 3% | -4% | 5% | 20% | u | -1% | -5% | u
N#Cc1ccccc1NC(=O)c1ccc(-c2ccccc2Cl)o1 | 8% | 6% | -16% | u | u | 3% | i | u
COc1c(Cl)cccc1-c1cn2ccccc2n1 | x | -2% | -3% | x | x | -1% | i | u
CCOc1c(Cl)cc(CNCc2ccccn2)cc1OC | 0%[46 µM] | 4% | -7% | 5% | -8% | -5% | i | -20%
O=C1CCCN1CC1CCN(Cc2nc(CC3CC3)no2)CC1 | x | 3% | 4% | x | 3% | -2% | i | u
O=C(Nc1cccc(Cl)c1N1CCOCC1)c1ccc([N+](=O)[O-])o1 | x | 1% | 0% | x | x | -1% | i | 1%
Cc1ccc(CS(=O)(=O)CCC(=O)NCc2cccs2)cc1 | 5% | 5% | 2% | -18% | -7% | 2% | -5% | 2%
Cn1c(=O)cc(SCC(=O)Nc2cccnc2)c2ccccc21 | u | -12% | -3% | 3% | -4% | 2% | -3% | u
O=C(CSc1nc2c(sc3ccccc32)c(=O)n1CCO)NCC1CCCO1 (stereo not drawn) | 8% | -13% | -6% | u | -1% | -5% | -6% | -28%
CC(C)Oc1ccc(C(=O)N2CCCc3ccccc32)cc1 | u | 15% | -26% | 2% | u | 0% | -12% | -2%
COc1cc(C(CCN2CCCCC2)c2c(OC)cc(OC)c3c(C)cc(=O)oc23)cc(OC)c1OC (stereo not drawn) | x | 7% | 3% | x | x | 1% | i | -3%
C/C(=N\NC(=O)c1cccc(Br)c1)c1cccc(NC(=O)c2ccc(C)o2)c1 | u | -10% | 1% | -1% | -12% | -4% | -20% | 3%
Oc1ccc(Br)cc1CNc1ccccn1 | x | 2% | -5% | x | x | -1% | -11% | -1%
O=c1[nH]c(=S)[nH]nc1Cc1ccccc1 | 3% | -12% | -4% | -6% | u | -7% | -7% | -1%
CCC(c1nnnn1C1CCCC1)N1CCC(C(N)=O)CC1 (stereo not drawn) | x | 14% | 5% | -4% | u | 1% | 5% | -5%
Cc1cc(C)c(O)c(N)c1 | u | -1% | -3% | x | 25µM* | -3% | -7% | 16µM*
C=CCNCCCOc1ccc(Cl)cc1C(C)(C)C | u | -20% | -8% | -4% | -9% | 1% | 0% | u
